High-throughput results deposited in PubChem by National Center for Advancing Translational Sciences (NCATS).
HTT aggregate – mutant huntingtin aggregation inhibition. PC12 HttQ103-GFP aggregates, Acumen cytometry, 40 h. Potency, µM (highest dose often 46.1 µM), without a hit: at the top dose activity change, negative = inhibition, most hits filed as inhibitors. 220,000 compounds, 1.1% hits; also: potency is read from the fitted curve at half-maximal effect; % is scaled to controls: 0 for no effect and ±100 for the full control effect; nearly all actives have a fitted effect of over 60% in size
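Ecdysone-promoter PC12 model expressing HTT exon 1 Q103 fused to GFP, induced by tebufenozide at 100 nM final. Compounds titrated; aggregates sized 1–25 µm scored on a 488 nm laser cytometer.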
NPSR antag – neuropeptide S receptor (human) antagonism, cAMP | Q6W5P4 | CHO-NPSR cells, cAMP TR-FRET, antagonist mode | Potency, µM (highest dose often 38.3 µM), inactives show top-dose activity change, negative = inhibition, most hits filed as inhibitors | 220,000 compounds, 1% hits | AID 1461; also: potency is read from the fitted curve at half-maximal effect; % is scaled to controls: 0 for no effect and ±100 for the full control effect; nearly all actives have a fitted effect of over 50% in size; many of its hits are not listed in these tables
Luc counter – counter-screen: inhibitors of Kinase-Glo firefly luciferase; 200,000 compounds, 0.28% hits; Q27757; Potency, µM (doses to about 38.3 µM), without a hit: at the top dose activity change, negative = inhibition, hits mostly inhibitors; Kinase-Glo luciferase, ATP luminescence, 8 min; AID 1379; also: potency is read from the fitted curve at half-maximal effect; % is scaled to controls: 0 for no effect and ±100 for the full control effect; nearly all actives have a fitted effect of over 60% in size
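Compound is pinned into ATP-containing buffer (10 uM ATP, imidazole pH 7.2, 7 mM MgCl2). Kinase-Glo luciferase reagent is then added. Light output is recorded following an 8-min room-temperature incubation.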
Epigenetic derep – derepresses silenced GFP reporter in murine cells. murine LDR cells, GFP reporter derepression, 30 h. Potency, µM (highest dose often 53.9 µM), inactives show at the highest dose GFP activation, usual class: activators. 280,000 compounds, 0.2% hits. AID 1865; also: potency is read from the fitted curve at half-maximal effect; % of control where 0% means no effect; nearly all actives have a fitted effect of over 60% in size
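Murine LDR cells carrying a silenced, genomically integrated CMV-driven GFP reporter were exposed to compound for 30 hours at 37 C. After PBS washes, GFP-positive cells (20–120 um objects) were counted by laser-scanning microplate cytometry.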
IMPase Li cell – IMPase inhibition in cells with lithium potentiation. 210,000 compounds, 0.35% hits. CHO-M1 cells, IP1 TR-FRET (IP-One), carbachol + lithium. Potency, µM (highest dose often 59.4 µM), for the others: at the top dose activity, negative = IMPase inhibition, most hits filed as inhibitors;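 also: IP1 builds up when IMPase is blocked and the TR-FRET signal falls; potency is read from the fitted curve at half-maximal effect; plate controls were basal vehicle for no effect and high inhibitor control for full effect; nearly all actives have a fitted effect of over 50% in size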
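Readout is a homogeneous TR-FRET IP1 immunoassay (Ex 320, Em 665 and 620), where raised cytosolic IP1 lowers signal. Cells were CHO-M1 treated 30 min at 37C with test compounds plus a little lithium; AC50 values came from Hill-equation fitting.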
L3MBTL1 inh – L3MBTL1 (human) inhibition; Q9Y468; AlphaScreen L3MBTL1–H3K9me1 peptide binding; Potency, µM (titrated, usually from 57.1 µM), for the others: at the highest dose activity, negative = inhibition, most hits filed as inhibitors; 230,000 compounds, 0.66% hits; AID 485360; also: potency is read from the fitted curve at half-maximal effect; % is scaled to controls: 0 for no effect and ±100 for the full control effect; nearly all actives have a fitted effect of over 60% in size
Target sequence (Q9Y468 whole entry, looked up): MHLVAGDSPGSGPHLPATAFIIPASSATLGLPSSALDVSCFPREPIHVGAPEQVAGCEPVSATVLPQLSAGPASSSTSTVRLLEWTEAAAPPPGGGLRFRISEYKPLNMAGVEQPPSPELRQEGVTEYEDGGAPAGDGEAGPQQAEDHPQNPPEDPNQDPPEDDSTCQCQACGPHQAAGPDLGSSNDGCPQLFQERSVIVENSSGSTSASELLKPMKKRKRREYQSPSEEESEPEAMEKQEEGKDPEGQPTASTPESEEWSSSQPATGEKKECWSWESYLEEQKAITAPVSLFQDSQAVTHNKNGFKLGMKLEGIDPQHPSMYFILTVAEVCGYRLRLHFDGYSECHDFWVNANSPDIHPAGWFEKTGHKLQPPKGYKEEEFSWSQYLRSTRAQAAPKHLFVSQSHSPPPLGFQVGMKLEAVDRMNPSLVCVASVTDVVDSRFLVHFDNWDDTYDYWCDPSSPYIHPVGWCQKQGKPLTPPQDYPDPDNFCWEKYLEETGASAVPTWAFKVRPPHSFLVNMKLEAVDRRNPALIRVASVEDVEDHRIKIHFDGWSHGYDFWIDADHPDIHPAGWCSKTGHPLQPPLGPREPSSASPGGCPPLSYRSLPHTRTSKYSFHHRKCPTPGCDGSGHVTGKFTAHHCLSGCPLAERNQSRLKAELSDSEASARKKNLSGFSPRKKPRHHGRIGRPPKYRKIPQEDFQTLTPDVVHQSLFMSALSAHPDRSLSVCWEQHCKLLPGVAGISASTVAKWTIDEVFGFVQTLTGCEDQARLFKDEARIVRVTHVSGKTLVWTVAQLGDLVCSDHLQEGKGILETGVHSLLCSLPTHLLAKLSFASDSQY
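Read-out is AlphaScreen signal from streptavidin donor and nickel chelate acceptor beads (10 ug/mL final each) bridging L3MBTL1 (50 nM) and biotinylated K9-monomethylated H3(1-15) peptide (75 nM), after 30 min compound exposure at room temperature.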
CBFb-RUNX1 inh – blocks binding between human CBF-beta and RUNX1 | AlphaScreen CBFb-His/RUNX1-biotin binding, biochemical | Potency, µM (highest dose often 59.8 µM), without a hit: at the highest dose activity, negative = inhibition, usual class: inhibitors | Q01196+Q13951 | AID 1477 | 230,000 tested, under 10 active; also: % of control where 0% means no effect
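AlphaScreen proximity signal reports loss of binding between His-tagged CBF-beta and biotin-labelled RUNX1, each at 30 nM. Proteins are pre-associated for 20 minutes, compounds added for 15 minutes, then beads for 90 minutes, all at ambient temperature.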
Active calls of the source: *; ? = inconclusive; nt = not tested or not shown; [ ] = remark or other dose. Calls follow the shape of the dose curve; as a rule, active = well fitted curve in the direction sought with a large enough effect; inconclusive = small, poorly fitted or top-dose-only effect, or another doubt; inactive = no such curve, though single readings can be large; an effect the other way counts as inactive or inconclusive. Some of the compounds tested, so the mix of outcomes need not match the whole.

mol,HTT aggregate,NPSR antag,Luc counter,Epigenetic derep,IMPase Li cell,L3MBTL1 inh,CBFb-RUNX1 inh
O=C1NC(=O)/C(=C\c2ccccc2Oc2ccc(F)c(F)c2)S1,-26.1%,-4.1%[46.1 µM],1.7%,-1.0%,-0.4%[38.3 µM],-9.7%,0.9%
CC(NCc1ccccc1OC1CCCC1)c1ccccc1 (configuration not stated),-30.6%[9.22 µM],-11.4%,nt,0.0%,nt,nt,0.1%
CC(=O)N1CCc2cc(S(=O)(=O)CCC(=O)N3CCc4ccccc4C3)ccc21,-0.9%,-9.9%[46.1 µM],-3.7%,0.2%,18.1%[38.3 µM],nt,-4.7%
O=C(CSc1nnc(-c2ccncc2)n1CCc1ccccc1)NCc1ccccc1,1.8%,-7.4%[46.1 µM],-1.8%,1.2%,4.8%,2.6%,-3.3%
CC(C(=O)N1c2ccccc2Sc2ccccc21)n1nnc(-c2cccs2)n1 (configuration not stated),3.98µM*,?,1.0%,2.0%,33.9%[activator][38.3 µM],nt,0.3%
O=C1CCCC(O)=C1C1C2=C(CCCC2=O)OC2=C1C(=O)CCC2,1.7%[9.22 µM],27.3%,-0.5%,1.0%,8.4%,5.6%,-2.6%
CCn1c2ccccc2c2nnc(SCc3ccccc3)nc21,-5.0%,-40.8%,6.1%,0.0%,10.4%,7.0%,21.4%
O=C(Cn1cnc2c(oc3ccccc32)c1=O)N1CCCC1,-19.7%,13.1%,-2.9%,1.8%,-9.6%,nt,13.8%
C[n+]1c2n(c3ccccc31)N=C(c1ccc(Cl)cc1)CS2,?,-6.2%[46.1 µM],6.7%,-1.1%,13.8%,-0.5%,-2.8%
CC(Cc1cccs1)NC(=O)Nc1ccc(F)cc1 (configuration not stated),29.3%[9.22 µM],-6.5%[46.1 µM],5.3%,-3.1%,3.0%[38.3 µM],nt,-1.4%

The closing six records of the section above are carried over, then new ones follow:
mol,HTT aggregate,NPSR antag,Luc counter,Epigenetic derep,IMPase Li cell,L3MBTL1 inh,CBFb-RUNX1 inh
CC(C(=O)N1c2ccccc2Sc2ccccc21)n1nnc(-c2cccs2)n1 (configuration not stated),3.98µM*,?,1.0%,2.0%,33.9%[activator][38.3 µM],nt,0.3%
O=C1CCCC(O)=C1C1C2=C(CCCC2=O)OC2=C1C(=O)CCC2,1.7%[9.22 µM],27.3%,-0.5%,1.0%,8.4%,5.6%,-2.6%
CCn1c2ccccc2c2nnc(SCc3ccccc3)nc21,-5.0%,-40.8%,6.1%,0.0%,10.4%,7.0%,21.4%
O=C(Cn1cnc2c(oc3ccccc32)c1=O)N1CCCC1,-19.7%,13.1%,-2.9%,1.8%,-9.6%,nt,13.8%
C[n+]1c2n(c3ccccc31)N=C(c1ccc(Cl)cc1)CS2,?,-6.2%[46.1 µM],6.7%,-1.1%,13.8%,-0.5%,-2.8%
CC(Cc1cccs1)NC(=O)Nc1ccc(F)cc1 (configuration not stated),29.3%[9.22 µM],-6.5%[46.1 µM],5.3%,-3.1%,3.0%[38.3 µM],nt,-1.4%
O=C(CN1C(=O)NC2(CCCCC2)C1=O)N1CCc2ccccc2C1,10.9%,-0.8%,-0.9%,-1.3%,-5.4%,0.9%,12.5%
COc1ccc(CNC(=O)C(C)OC(=O)c2cccn2C)cc1 (configuration not stated),-2.5%,-12.8%[46.1 µM],12.9%,-5.8%,4.7%[38.3 µM],4.6%,-6.6%
CC(C)(C)CC(=O)Nc1nnc(C(F)(F)F)s1,-15.3%,4.7%[46.1 µM],0.2%,2.0%,-4.7%,4.6%,3.4%
Cc1ccc(N(CCCCN2C(=O)c3ccccc3C2=O)C(=O)c2ccc(Cl)s2)cc1,-1.3%,-25.6%,1.7%,-1.0%,4.8%,7.4%,2.9%
O=C(c1ccc(NS(=O)(=O)c2ccccc2)cc1)N1CCCC1,-2.8%,3.0%[46.1 µM],2.9%,-1.0%,28.9%[38.3 µM],nt,7.4%
O=C(COc1cccc2cccnc12)N/N=C/c1ccccc1O,-6.3%[9.22 µM],?,nt,0.0%,nt,4.1%,5.1%
COc1ccc(CCc2nnc(CCC(=O)NCCc3ncccc3C)o2)cc1,7.9%[9.22 µM],8.3%,-0.3%,0.9%,3.6%,12.3%,5.7%
N/C(=N\O)c1ccc(NC(=O)c2cccs2)cc1,-7.9%,-5.8%[46.1 µM],?,5.7%,-12.4%[38.3 µM],-2.1%,-8.1%
CC(=O)Nc1ccc(Sc2ncccc2C(=O)Nc2ccc(F)cc2)cn1,9.1%,-7.1%[46.1 µM],-2.9%,10.0%,-5.0%[38.3 µM],-2.1%,4.1%
Cc1ccccc1C(=O)Nc1c(C(=O)N2CCCC2)cnn1-c1ccccc1,-16.4%,-4.8%[46.1 µM],6.2%,-2.2%,3.4%,-4.8%,13.8%
COc1ccc(-c2nc(C(N)=O)c3[nH]c(=O)n(-c4ccccc4OC)c3n2)c(OC)c1,13.2%,-12.5%[46.1 µM],1.4%,-6.4%,-10.5%[38.3 µM],nt,-0.8%
O=C1CC(c2cccc(Br)c2)c2cc3c(cc2N1)CCC3 (configuration not stated),-21.6%,-4.1%[46.1 µM],-1.2%,?,31.9%[activator][38.3 µM],24.4%,-5.7%
C(=C\c1ccccc1)/C=N/Nc1ccc2nncn2n1,12.4%[9.22 µM],-25.7%,nt,-1.8%,nt,nt,15.0%
O=C(CSc1nc2ccc(S(=O)(=O)N3CCOCC3)cc2[nH]1)N1CCOCC1,1.6%[9.22 µM],-7.5%[46.1 µM],4.4%,-4.7%,2.9%[38.3 µM],nt,-3.2%
CC(=O)NCCOc1cccc2ccccc12,2.7%,15.2%[46.1 µM],0.0%,0.0%,2.0%[38.3 µM],-7.1%,-2.1%
CC1=NN(C(=O)c2ccoc2C)C(O)(C(F)(F)F)C1 (configuration not stated),7.8%[9.22 µM],-8.8%,nt,-1.6%,nt,3.9%,7.7%
O=C(N/N=C/c1ccc(-c2ccc(Br)cc2)o1)c1ccc2c(c1)OCO2,23.5%,-26.3%,0.5%,4.3%,3.1%,-5.2%,-12.5%
O=C(Nc1cccc(-c2nnc(-c3ccco3)o2)c1)c1ccccc1,7.9%,-21.7%,2.0%,-0.6%,5.4%,-0.8%,3.3%
Cc1ccc(S(=O)(=O)N(C)C)cc1NC(=S)NC(C)CCCC(C)C (configuration not stated),-8.6%,-20.2%,4.2%,0.1%,6.5%,-11.0%,6.3%
Cc1ccc(-c2nnc(SCC(=O)Nc3nccs3)n2N)cc1,-7.5%,-15.7%[46.1 µM],9.2%,0.0%,11.1%,1.8%,1.5%
Cc1c(/C=N/Nc2ccc(F)cc2)c(O)n(C)c(=O)c1C#N,-1.6%[9.22 µM],9.0%,1.0%,0.0%,4.1%,-24.0%,-2.8%
O=c1cn[nH]c2ccccc12,7.5%[9.22 µM],17.8%,nt,0.6%,nt,13.4%,9.0%
CC(C)CCC(CCN1CCOCC1)c1ccc2c(c1)OCO2 (configuration not stated),-9.5%,-13.0%[46.1 µM],-1.6%,0.7%,14.5%[38.3 µM],-1.2%,5.8%
Cc1sc(N/N=C/c2cccnc2)nc1-c1ccccc1,?,-6.5%[46.1 µM],-9.5%,5.5%,18.0%[38.3 µM],-19.1%,-4.1%
COCC(=O)Nc1nnc(C2CCCCC2)s1,-12.1%,20.7%[46.1 µM],3.0%,-1.0%,13.2%[38.3 µM],nt,-4.9%
CCCS(=O)(=O)N1CCCC(C(=O)NCCCOCC)C1 (configuration not stated),8.0%,7.9%[46.1 µM],-1.1%,-1.8%,5.5%[38.3 µM],-0.4%,0.8%
CN(C)CCNc1nc(-c2ccccc2)nnc1C(F)(F)F,3.1%,-17.4%[46.1 µM],2.2%,-0.3%,2.1%[38.3 µM],5.2%,-2.1%
COC(=O)c1ccc(C(/C=C/[C@@H](C)C(=O)NCc2ccc(OC)c(O)c2)NC(=O)OCc2ccccc2)cc1 (some centres not stated),nt,nt,-0.6%,2.2%,5.5%,nt,-1.3%
COc1ccc2c(c1)Cc1sc(NC(=O)c3cccs3)nc1-2,-3.4%,?,-21.5%,-1.0%,42.2%[activator][38.3 µM],-21.2%[11.4 µM],-15.1%
CN(C)C(=S)Nc1ccc2ccccc2c1,-4.7%,-5.9%[46.1 µM],3.7%,0.0%,4.3%,-2.4%,-2.5%
CCN(CC)CCOc1ccc(/C(=C(/Cl)c2ccccc2)c2ccccc2)cc1,?,10µM*,-0.4%,-2.8%,19.9%,-15.2%,-7.1%
CCOC(=O)CSc1nc2ccc(C)cc2cc1C#N,-4.8%,-15.8%[46.1 µM],-4.5%,?,27.0%[38.3 µM],nt,14.0%
N#Cc1cccc(NC(=O)CC2CCCCC2)c1,-28.2%,-5.5%[46.1 µM],-0.5%,1.6%,-19.2%[38.3 µM],7.6%,3.4%
CCOC(=O)c1c(NC(=O)C2C3C=CC(C3)C2C(=O)O)sc2c1CCC(CC)C2 (configuration not stated),-10.7%,-45.3%,-1.8%,1.9%,-7.7%,-12.3%,-13.6%
C=CCSc1ncc(CO)n1Cc1ccccc1,0.3%,16.6%,1.3%,-1.6%,-2.5%,4.4%,4.5%
Cc1cc(C)c(C(=O)OCC(=O)NCc2cccs2)c(C)c1,-0.2%[9.22 µM],-8.2%,0.0%,0.9%,4.9%,0.9%,-4.1%
C(=N\N1CCN(Cc2cccc3ccccc23)CC1)/c1ccco1,5.8%,-19.5%[46.1 µM],-6.5%,0.8%,11.2%[38.3 µM],nt,-24.1%
Cc1ccc(O)c(-c2cc(C(=O)Nc3cccnc3)[nH]n2)c1,-4.5%[9.22 µM],3.9%,nt,3.1%,nt,-4.0%,4.7%
